PKA-R2B act – activators of PKA-R2B holoenzyme, primary screen, biochemical, fluorescence polarization, Cy5-IP20, human; PKA-R2B holoenzyme dissociation; R2B truncated from residue 108, S112A mutant; 0% DMSO only, 100% 113 µM cGMP; 0.079% of 340,000 active; activation, % at 11.4 µM; cAMP-dependent protein kinase catalytic subunit beta (Homo sapiens) + cAMP-dependent …;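 active means activation above a cutoff set at the mean over all compounds plus 3 SD, cut at about 18% in these data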;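 further: higher means more holoenzyme dissociation and a rise in polarization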
SR-BI HDL uptake – inhibitors of SR-BI mediated HDL lipid uptake, primary screen, ldlA[mSR-BI] cells, fluorescence, single point | Scavenger receptor class B member 1 (Mus musculus), Q61009 | ldlA[mSR-BI] CHO cells, DiI-HDL uptake fluorescence, 3 h | AID 488896, 2010 | 0.96% of 320,000 active | inhibition, % at 12.5 µM;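 active means mean replicate inhibition of at least 70% and a set share of replicates each scoring 70 or more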;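 further: 0% = median of neutral control wells and 100% = median of positive control wells; values of inactives mirror those of a sister screen read the other way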
RTF Ca sens inh – cardiac RTF calcium sensitivity inhibitors, primary screen, biochemical, IANBD-TnC fluorescence, EC70 calcium. inhibition, % at 7.15 µM. 0.12% of 340,000 active. AID 493244, 2011. IANBD-labeled cardiac RTF, Ca2+ fluorescence;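 active means inhibition above the mean inhibition of all tested compounds plus 3 SD, cut at about 17% in these data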;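 further: assay run at fixed EC70 calcium of 1.6 mM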
NSD2 HMT inh – NSD2 histone methyltransferase inhibitors, primary screen, biochemical, AlphaScreen, single concentration, set 2; inhibition, % at 12.5 µM; Histone-lysine N-methyltransferase NSD2 (Homo sapiens), O96028; NSD2 peptide methylation, 120 min; AID 743445, 2014; 0.54% of 310,000 active; in the data active means inhibition above about 50%
Target sequence (O96028 whole entry, looked up): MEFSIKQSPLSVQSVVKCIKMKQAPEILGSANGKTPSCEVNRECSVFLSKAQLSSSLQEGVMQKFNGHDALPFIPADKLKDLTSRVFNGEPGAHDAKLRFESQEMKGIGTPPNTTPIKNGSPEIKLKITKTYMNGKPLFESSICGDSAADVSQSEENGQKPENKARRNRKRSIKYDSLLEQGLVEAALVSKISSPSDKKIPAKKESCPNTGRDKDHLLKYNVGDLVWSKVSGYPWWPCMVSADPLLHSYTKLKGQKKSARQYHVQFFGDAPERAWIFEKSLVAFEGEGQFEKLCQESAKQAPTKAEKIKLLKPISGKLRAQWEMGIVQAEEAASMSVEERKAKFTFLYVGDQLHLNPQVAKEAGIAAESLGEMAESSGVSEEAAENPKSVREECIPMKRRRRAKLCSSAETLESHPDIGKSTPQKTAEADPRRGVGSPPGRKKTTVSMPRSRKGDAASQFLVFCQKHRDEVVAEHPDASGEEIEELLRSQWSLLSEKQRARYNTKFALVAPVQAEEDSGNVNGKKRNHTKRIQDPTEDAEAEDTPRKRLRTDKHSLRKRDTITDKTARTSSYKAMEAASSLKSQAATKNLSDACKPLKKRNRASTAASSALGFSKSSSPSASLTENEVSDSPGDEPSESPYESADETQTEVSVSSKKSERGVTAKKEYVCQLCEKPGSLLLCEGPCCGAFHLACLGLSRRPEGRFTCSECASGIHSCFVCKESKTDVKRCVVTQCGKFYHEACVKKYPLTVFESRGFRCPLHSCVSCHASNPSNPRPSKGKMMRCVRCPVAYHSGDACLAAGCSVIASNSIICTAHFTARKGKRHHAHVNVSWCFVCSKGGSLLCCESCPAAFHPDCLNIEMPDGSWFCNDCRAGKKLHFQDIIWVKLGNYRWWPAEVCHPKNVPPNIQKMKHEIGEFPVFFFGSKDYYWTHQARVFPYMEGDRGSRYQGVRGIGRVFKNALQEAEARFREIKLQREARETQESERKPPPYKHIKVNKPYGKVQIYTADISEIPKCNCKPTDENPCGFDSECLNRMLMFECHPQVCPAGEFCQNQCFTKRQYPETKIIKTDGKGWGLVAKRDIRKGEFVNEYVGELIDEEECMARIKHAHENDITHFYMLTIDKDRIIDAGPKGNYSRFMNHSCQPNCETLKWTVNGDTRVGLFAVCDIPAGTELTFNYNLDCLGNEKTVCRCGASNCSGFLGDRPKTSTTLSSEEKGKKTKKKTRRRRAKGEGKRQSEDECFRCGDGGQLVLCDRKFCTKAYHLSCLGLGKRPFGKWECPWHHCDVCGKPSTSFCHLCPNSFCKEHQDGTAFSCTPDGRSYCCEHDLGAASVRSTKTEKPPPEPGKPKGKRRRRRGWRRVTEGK
C-LANA FP – inhibitors of KSHV C-LANA binding to DNA, primary screen, biochemical, fluorescence polarization, FAM-LBS DNA, MBP-C-LANA, single point; Kaposi's sarcoma herpesvirus LANA C-terminal domain (residues 932-1162) DNA binding; inhibition, % at 9 µM; 0.078% of 340,000 active;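 active means highest replicate inhibition at or above 60% at 9 µM, even if other replicates fall short; inactive means all replicates below 60% inhibition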;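 further: 0% = neutral control wells and 100% = 4 µM acridine orange control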
Arr AP2 block – inhibitors of beta-arrestin/AP2 binding, primary screen, biochemical, GPCR trafficking, flow cytometry; 0.31% of 340,000 active; FITC-arrestin peptide / GST-AP2 beads; AP2 beta2 appendage carries R879A mutation; inhibition, % at 10 µM; beta-arrestin 1 C-terminal peptide binding to AP2 beta2-adaptin appendage (human); AID 504490, 2011;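 active means inhibition above a set limit, near 3 SD of compounds lacking own fluorescence, cut at about 54% in these data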;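 further: plate controls were DMSO wells for no effect and 5 µM unlabelled arrestin peptide for full effect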
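Material – GST-tagged AP2 beta2-adaptin appendage (R879A) on 4 µm glutathione beads · Probe or stimulus – fluorescein-tagged arrestin peptide at 50 nM final · Timing – 12 min plus 1 h, RT · Detection – bead flow cytometry, FITC channel · Read-out basis – inhibition as reduced fluorescein signal on beads, percent · Medium – PBS plus Tween 20 (0.05%) and BSA (0.1%)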
DAGLB inh – DAGLB lipase inhibitors, primary screen, biochemical, fluorescence, HTS; Diacylglycerol lipase-beta (Homo sapiens), Q8NCG7; HEK293T DAGLB membrane lysate, EnzChek fluorogenic substrate; inhibition, % at 5.17 µM; 0.059% of 340,000 active; in the data active means inhibition above about 34%;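 further: 0% = enzyme with vehicle and 100% = wells lacking enzyme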
SR-BI uptake up – activators of SR-BI mediated DiI-HDL uptake, primary screen, ldlA[mSR-BI] CHO cells, DiI fluorescence | 3 h; 100 = double the neutral-control signal | activation, % at 12.5 µM | 0.096% of 320,000 active | AID 504775, 2011;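 active means mean replicate activation of at least 60% and every replicate at or above 60%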;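 further: 0% = median plate neutral-control signal and 100% = twice that signal; values of inactives mirror those of a sister screen read the other way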
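Material: SR-BI-overexpressing, LDLR-lacking CHO cells; schedule: compound exposure 3 h, 37 °C; reagent: DiI-labelled HDL at 10 µg/mL final; technique: bottom-read fluorescence, 550/595 nm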
Keap1 Nrf2 FP – Keap1-Nrf2 protein-protein interaction inhibitors, primary screen, biochemical, fluorescence polarization, single point; 0.15% of 340,000 active; Keap1 Kelch-Nrf2 peptide fluorescence polarization, 1536-well; inhibition, % at 9.4 µM; in the data active means inhibition above about 12%;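 further: human Keap1 Kelch domain with fluorescein labeled Nrf2 9mer peptide probe; 0% = neutral control wells and 100% = peptide positive control; higher means more block of Keap1 binding to Nrf2 peptide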
PvdQ inh – P. aeruginosa PvdQ acylase inhibitors, primary screen, biochemical, fluorescence, plate reader and imaging, single point. PvdQ acylase [Pseudomonas aeruginosa LESB58]. purified PvdQ acylase. inhibition, % at 10 µM. 0.063% of 340,000 active. AID 488965, 2010; in the data active means inhibition above about 30%, passing the limit was not always enough;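 further: 0% = vehicle neutral wells and 100% = reference inhibitor wells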
The depositor's hits bear a star.

For COc1ccc(CN2CN=C(Nc3nc4ccccc4s3)NC2)cc1 the results were PKA-R2B act 1, SR-BI HDL uptake 14, RTF Ca sens inh -6, NSD2 HMT inh 0, C-LANA FP -0.1, Arr AP2 block -3, DAGLB inh -2, SR-BI uptake up -14, Keap1 Nrf2 FP -2 and PvdQ inh -14.
Cc1ccc(C(=O)Nc2nc3ccccc3n3nnnc23)cc1 was read as PKA-R2B act 9, SR-BI HDL uptake 2, RTF Ca sens inh -9, NSD2 HMT inh 2, C-LANA FP -0.2, Arr AP2 block 7, DAGLB inh -2, SR-BI uptake up -2, Keap1 Nrf2 FP 2 and PvdQ inh -15.
Screening O=C1N(c2ccccc2C(F)(F)F)O[C@@]1(c1ccccc1)C1CCCC1 returned PKA-R2B act -13, SR-BI HDL uptake 8, RTF Ca sens inh -4, C-LANA FP -1.3, Arr AP2 block -2, DAGLB inh -10, SR-BI uptake up -8, Keap1 Nrf2 FP -1 and PvdQ inh -1.
`COc1ccc(C(=O)N/N=C(\Cc2ncc[nH]2)c2ccccc2)cc1` gave PKA-R2B act 6, SR-BI HDL uptake 2, RTF Ca sens inh -3, NSD2 HMT inh -1, C-LANA FP 0.0, Arr AP2 block 30, DAGLB inh -1, SR-BI uptake up -2, Keap1 Nrf2 FP -1 and PvdQ inh 8.
`Cc1ccccc1NS(=O)(=O)c1cc(C(=O)NCCC2=CCCCC2)ccc1C` gave PKA-R2B act 7, SR-BI HDL uptake 17, RTF Ca sens inh -15, NSD2 HMT inh 0, C-LANA FP 0.5, Arr AP2 block 0, DAGLB inh -4, SR-BI uptake up -17, Keap1 Nrf2 FP 3 and PvdQ inh -6.
Screening CCOP(=O)(c1ccccc1)C1(O)CCCCC1 (centres undefined) returned PKA-R2B act -5, SR-BI HDL uptake -23, RTF Ca sens inh -4, NSD2 HMT inh 2, C-LANA FP -1.4, Arr AP2 block -1, DAGLB inh -2, SR-BI uptake up 23, Keap1 Nrf2 FP 3 and PvdQ inh -6.
COc1ccc(C(=S)NCS(=O)(=O)c2ccc(C)cc2)cc1 was read as PKA-R2B act 0, SR-BI HDL uptake 7, RTF Ca sens inh 5, NSD2 HMT inh 1, C-LANA FP 0.1, Arr AP2 block -2, DAGLB inh -1, SR-BI uptake up -7, Keap1 Nrf2 FP -9 and PvdQ inh 2.
CC1=C(C(=O)Nc2cc(C(=O)N3CCN(c4cccc(C)c4)C(C)C3)ccc2C)SCCO1 (centres undefined) was read as PKA-R2B act -6, SR-BI HDL uptake 20, RTF Ca sens inh -5, NSD2 HMT inh 20, C-LANA FP 0.4, Arr AP2 block 6, DAGLB inh -4, SR-BI uptake up -20, Keap1 Nrf2 FP -5 and PvdQ inh -6.
Cc1ccc(C(=O)Nc2cccc(O)c2)cc1S(=O)(=O)N1CCCCCC1 was read as PKA-R2B act -3, RTF Ca sens inh -2, C-LANA FP 2.9, Arr AP2 block 6, DAGLB inh -2, Keap1 Nrf2 FP -2 and PvdQ inh 0.
Screening Cc1ccc(CONC(=O)/N=C/N(C)C)cc1 returned PKA-R2B act 3, SR-BI HDL uptake -4, RTF Ca sens inh 3, NSD2 HMT inh -3, C-LANA FP 0.1, Arr AP2 block -4, DAGLB inh 2, SR-BI uptake up 4, Keap1 Nrf2 FP -2 and PvdQ inh -16.
For O=C(NCc1cccnc1)c1ccccc1NS(=O)(=O)c1ccc(F)cc1 the results were PKA-R2B act 15, SR-BI HDL uptake -8, RTF Ca sens inh -4, NSD2 HMT inh 1, C-LANA FP -1.6, Arr AP2 block -3, DAGLB inh -1, SR-BI uptake up 8, Keap1 Nrf2 FP -2 and PvdQ inh -7.
`CCN(c1c(C)n(C)n(-c2ccccc2)c1=O)S(C)(=O)=O` gave PKA-R2B act -3, SR-BI HDL uptake 2, RTF Ca sens inh -18, NSD2 HMT inh -2, C-LANA FP 0.4, Arr AP2 block 6, DAGLB inh 4, SR-BI uptake up -2, Keap1 Nrf2 FP 1 and PvdQ inh -4.
`NS(=O)(=O)c1ccc(NNC(=O)c2sccc2Cl)cc1` gave PKA-R2B act -1, SR-BI HDL uptake -6, RTF Ca sens inh -5, NSD2 HMT inh 16, C-LANA FP -0.5, Arr AP2 block -10, DAGLB inh 1, SR-BI uptake up 6, Keap1 Nrf2 FP 1 and PvdQ inh -23.
For O=C(Nc1ccc2c(c1)OCCO2)c1ccco1 the results were PKA-R2B act -7, SR-BI HDL uptake -17, RTF Ca sens inh 1, C-LANA FP 0.4, Arr AP2 block 2, DAGLB inh 0, SR-BI uptake up 17, Keap1 Nrf2 FP -4 and PvdQ inh -11.
`COc1cc(C(=O)Nc2ccc([N+](=O)[O-])cn2)cc(OC)c1OC` gave PKA-R2B act -6, SR-BI HDL uptake 35, RTF Ca sens inh -40, NSD2 HMT inh -1, C-LANA FP 1.4, Arr AP2 block -2, DAGLB inh 0, SR-BI uptake up -35, Keap1 Nrf2 FP -2 and PvdQ inh -2.
`COC(=O)C1(C)Nc2ccccc2C(=O)N1c1ccccc1C` (centres undefined) gave PKA-R2B act 3, SR-BI HDL uptake 1, RTF Ca sens inh -10, C-LANA FP 2.4, Arr AP2 block 2, DAGLB inh -4, SR-BI uptake up -1, Keap1 Nrf2 FP -4 and PvdQ inh 7.
`Cc1cc(C)c2nc(SCCC#N)nc(C)c2c1` gave PKA-R2B act -7, SR-BI HDL uptake 21, RTF Ca sens inh 2, NSD2 HMT inh -4, C-LANA FP -2.1, Arr AP2 block -1, DAGLB inh -7, SR-BI uptake up -21, Keap1 Nrf2 FP 1 and PvdQ inh -3.
Screening COCCN1C(=O)c2cc(C(=O)Nc3ccc(OC)c(OC)c3)ccc2C1Nc1ccc(OC)c(OC)c1 (centres undefined) returned PKA-R2B act 0, SR-BI HDL uptake 16, RTF Ca sens inh 1, NSD2 HMT inh 7, C-LANA FP 0.0, Arr AP2 block -2, DAGLB inh 2, SR-BI uptake up -16, Keap1 Nrf2 FP 1 and PvdQ inh -15.
`CC(NC(=O)COC(=O)c1ccc(Br)o1)c1ccccc1` (centres undefined) gave PKA-R2B act -9, SR-BI HDL uptake -2, RTF Ca sens inh -2, NSD2 HMT inh -1, C-LANA FP 0.8, Arr AP2 block 14, DAGLB inh 2, SR-BI uptake up 2, Keap1 Nrf2 FP -2 and PvdQ inh 15.
`O=C1CN(C(=O)COC(=O)COc2ccccc2)c2ccccc2N1` gave PKA-R2B act -1, SR-BI HDL uptake -22, RTF Ca sens inh -4, NSD2 HMT inh 1, C-LANA FP 0.0, Arr AP2 block 20, DAGLB inh 0, SR-BI uptake up 22, Keap1 Nrf2 FP -1 and PvdQ inh -16.
For COc1ccc(-n2ncc3c2CC(C)(C)CC3NC(=O)c2oc(C)cc2C)cc1 (centres undefined) the results were PKA-R2B act -9, SR-BI HDL uptake 14, RTF Ca sens inh -4, NSD2 HMT inh -2, C-LANA FP 0.3, Arr AP2 block 1, DAGLB inh 1, SR-BI uptake up -14, Keap1 Nrf2 FP -8 and PvdQ inh -13.
`CC(=O)Nc1cccc(NC(=O)c2cccc(-c3ccc(O)cc3)c2)c1` gave PKA-R2B act -4, SR-BI HDL uptake 64, RTF Ca sens inh -10, NSD2 HMT inh 1, C-LANA FP -0.2, Arr AP2 block 18, DAGLB inh -2, SR-BI uptake up -64, Keap1 Nrf2 FP -5 and PvdQ inh -23.
For CC(C)c1ccc2[nH]c(O)c(N=NC(=O)c3cccc(S(=O)(=O)Nc4cccc(Cl)c4)c3)c2c1 the results were PKA-R2B act 1, SR-BI HDL uptake 10, RTF Ca sens inh 4, NSD2 HMT inh 1, C-LANA FP -0.2, Arr AP2 block -8, DAGLB inh 1, SR-BI uptake up -10, Keap1 Nrf2 FP -4 and PvdQ inh -9.
`C=CCNC(=O)C1CCN(S(=O)(=O)c2ccc(Br)cc2)CC1` gave PKA-R2B act 2, SR-BI HDL uptake -14, RTF Ca sens inh -4, NSD2 HMT inh -7, C-LANA FP -0.3, Arr AP2 block 6, DAGLB inh -3, SR-BI uptake up 14, Keap1 Nrf2 FP -3 and PvdQ inh -13.
For Cc1cc(Cl)cc(C)c1OCC(=O)NC1CCCCCC1 the results were PKA-R2B act -2, SR-BI HDL uptake -6, RTF Ca sens inh -1, NSD2 HMT inh -4, C-LANA FP -0.9, Arr AP2 block -7, DAGLB inh -9, SR-BI uptake up 6, Keap1 Nrf2 FP 6 and PvdQ inh -15.
O=C(O)CSc1nnc(NC(=O)c2ccc3c(c2)OCO3)s1 was read as PKA-R2B act -5, SR-BI HDL uptake -2, RTF Ca sens inh -18, NSD2 HMT inh 0, C-LANA FP 0.0, Arr AP2 block 2, DAGLB inh 1, SR-BI uptake up 2, Keap1 Nrf2 FP 0 and PvdQ inh -13.
Screening Cc1cccc2cc3ccccc3nc12 returned PKA-R2B act 0, RTF Ca sens inh -4, NSD2 HMT inh -1, C-LANA FP 0.0, Arr AP2 block 5, DAGLB inh -5, Keap1 Nrf2 FP -2 and PvdQ inh -11.

Sorted by SMILES length (smallest number first): some entries from above
Screening Cc1cccc2cc3ccccc3nc12 returned PKA-R2B act 0, RTF Ca sens inh -4, NSD2 HMT inh -1, C-LANA FP 0.0, Arr AP2 block 5, DAGLB inh -5, Keap1 Nrf2 FP -2 and PvdQ inh -11.
`COc1ccc(C(=O)N/N=C(\Cc2ncc[nH]2)c2ccccc2)cc1` gave PKA-R2B act 6, SR-BI HDL uptake 2, RTF Ca sens inh -3, NSD2 HMT inh -1, C-LANA FP 0.0, Arr AP2 block 30, DAGLB inh -1, SR-BI uptake up -2, Keap1 Nrf2 FP -1 and PvdQ inh 8.
`Cc1ccccc1NS(=O)(=O)c1cc(C(=O)NCCC2=CCCCC2)ccc1C` gave PKA-R2B act 7, SR-BI HDL uptake 17, RTF Ca sens inh -15, NSD2 HMT inh 0, C-LANA FP 0.5, Arr AP2 block 0, DAGLB inh -4, SR-BI uptake up -17, Keap1 Nrf2 FP 3 and PvdQ inh -6.

From PubChem
